# Compound activity from PubChem BioAssay.
# RTF Ca sens inh: cardiac RTF calcium sensitivity inhibitors, primary screen, biochemical, IANBD-TnC fluorescence, EC70 calcium; Troponin I, cardiac muscle (Homo sapiens) + Troponin T, cardiac muscle (Homo sapiens) + …; IANBD-labeled cardiac RTF, Ca2+ fluorescence; inhibition, % at 7.15 µM; 0.12% of 340,000 active; AID 493244, 2011;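 active = inhibition above the mean inhibition of all tested compounds plus 3 SD, cut at about 17% in these data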;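 also: assay run at fixed EC70 calcium of 1.6 mM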
# OPRM1-OPRD1 inv: inverse agonists of MOR-DOR heterodimerization, primary screen, cell-based, luminescence. cell-based MOR-DOR heterodimer luminescence, inverse agonism. inhibition, % at 9.3 µM. 0.21% of 340,000 active. AID 504357, 2011; in the data active = inhibition above about 22%, passing the limit was not always enough;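 also: 0% = cells with DMSO and 100% = wells without cells with DMSO; values of inactives mirror those of a sister screen read the other way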
# Target sequence (P35372 whole entry, looked up): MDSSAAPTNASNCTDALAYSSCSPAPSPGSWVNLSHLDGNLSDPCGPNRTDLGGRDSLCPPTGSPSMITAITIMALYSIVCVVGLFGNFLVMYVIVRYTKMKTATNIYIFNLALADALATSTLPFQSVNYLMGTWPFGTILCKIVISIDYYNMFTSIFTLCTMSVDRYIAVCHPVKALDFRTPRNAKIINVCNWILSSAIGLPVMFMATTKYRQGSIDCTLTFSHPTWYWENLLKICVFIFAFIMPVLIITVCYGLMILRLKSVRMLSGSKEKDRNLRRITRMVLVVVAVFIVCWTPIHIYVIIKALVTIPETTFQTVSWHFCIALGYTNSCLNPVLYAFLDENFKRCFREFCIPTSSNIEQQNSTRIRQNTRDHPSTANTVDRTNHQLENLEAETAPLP
# Target sequence (P41143 whole entry, looked up): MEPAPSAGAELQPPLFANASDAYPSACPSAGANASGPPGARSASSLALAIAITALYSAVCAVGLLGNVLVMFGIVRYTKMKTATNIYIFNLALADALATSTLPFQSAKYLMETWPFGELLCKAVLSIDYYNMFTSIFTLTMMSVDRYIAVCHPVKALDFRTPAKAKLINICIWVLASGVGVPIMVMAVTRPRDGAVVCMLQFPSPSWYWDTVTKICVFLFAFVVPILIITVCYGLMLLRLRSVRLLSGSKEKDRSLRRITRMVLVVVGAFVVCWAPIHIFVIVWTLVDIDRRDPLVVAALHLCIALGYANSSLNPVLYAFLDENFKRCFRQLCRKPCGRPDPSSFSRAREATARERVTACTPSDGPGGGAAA
# V-ATPase pH: regulators of yeast V-ATPase proton pumping, primary screen, pHLuorin cytosolic pH fluorescence | 0.37% of 350,000 active | S. cerevisiae | AID 504577, 2011 | response, % at 10 µM; in the data active = response mostly above about 7.3%, no sharp cut-off; inactive = mostly below about 5.4%; also: actives read high; inactives centre near 0; some compounds called inactive have numbers as strong as hits; reference of the scale not given here
# cardiac RTF act: cardiac RTF calcium sensitivity activators, primary screen, biochemical, IANBD-TnC fluorescence, EC20 calcium | AID 493008, 2010 | activation, % at 7.2 µM | 0.24% of 340,000 active | Troponin I, cardiac muscle (Homo sapiens) + Troponin T, cardiac muscle (Homo sapiens) + … | IANBD-labeled TnC RTF fluorescence at EC20 calcium; 0% EC20 calcium, 100% full calcium;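 active = activation above the mean over all tested compounds plus 3 SD, cut at about 30% in these data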;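 also: rise in fluorescence read as greater calcium sensitivity of cardiac thin filaments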
# HTR5A ag ctr: HTR5A agonists in luminescence cell assay, primary screen, counter-screen for OPRM1-OPRD1 heterodimer agonist project, full-deck HTS. 5-hydroxytryptamine receptor 5A (Homo sapiens), P47898. 0.61% of 340,000 active. activation, % at 9.3 µM. cell-based; in the data active = activation mostly above about 9.5%, no sharp cut-off; inactive = mostly below about 7.6%;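 also: 0% = cells with vehicle only and 100% = reference agonist; strong numbers were not always called active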
# HTR5A inv ag: HTR5A inverse agonists in luminescence cell assay, primary screen, counter-screen for OPRM1-OPRD1 heterodimer inverse agonist project, full-deck HTS; 5-hydroxytryptamine receptor 5A (Homo sapiens), P47898; HTR5A cell line, inverse agonism; inhibition, % at 9.3 µM; 0.083% of 340,000 active; AID 504634, 2011; in the data active = inhibition mostly above about 23%, no sharp cut-off; inactive = mostly below about 18%;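 also: 0% = cells with DMSO and 100% = no-cell wells with DMSO; some compounds called inactive have numbers as strong as hits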
# C-LANA FP: inhibitors of KSHV C-LANA binding to DNA, primary screen, biochemical, fluorescence polarization, FAM-LBS DNA, MBP-C-LANA, single point; Kaposi's sarcoma herpesvirus LANA C-terminal domain (residues 932-1162) DNA binding; inhibition, % at 9 µM; 0.078% of 340,000 active; AID 504423, 2011;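 active = highest replicate inhibition at or above 60% at 9 µM, even if other replicates fall short; inactive = all replicates below 60% inhibition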;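 also: 0% = neutral control wells and 100% = 4 µM acridine orange control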
# Keap1 Nrf2 FP: Keap1-Nrf2 protein-protein interaction inhibitors, primary screen, biochemical, fluorescence polarization, single point; 0.15% of 340,000 active; inhibition, % at 9.4 µM; Kelch-like ECH-associated protein 1 (Homo sapiens), Q14145; AID 504523, 2011; Keap1 Kelch-Nrf2 peptide fluorescence polarization, 1536-well; in the data active = inhibition above about 12%;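 also: human Keap1 Kelch domain with fluorescein labeled Nrf2 9mer peptide probe; 0% = neutral control wells and 100% = peptide positive control; higher means more block of Keap1 binding to Nrf2 peptide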
# CAL-PDZ inh HTS: untagged CAL PDZ binding inhibitors, primary screen, biochemical, fluorescence polarization, HTS; Golgi-associated PDZ and coiled-coil motif-containing protein (Homo sapiens), Q9HD26; purified CAL PDZ, TMR-peptide fluorescence polarization, 1 h; inhibition, % at 24.9 µM; 0.92% of 300,000 active; AID 602252, 2012;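 active = mean inhibition of at least 30% with at least half of replicates also reaching 30%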;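 also: 0% = DMSO neutral control and 100% = excess unlabeled competitor peptide PRC23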
# MOR-DOR ag: agonists of OPRM1-OPRD1 heterodimerization, primary screen, cell-based, luminescence. Mu-type opioid receptor (Homo sapiens) + Delta-type opioid receptor (Homo sapiens), …. cells. activation, % at 9.3 µM. 0.3% of 340,000 active. AID 504326, 2011; in the data active = activation above about 18%;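 also: 0% = vehicle-treated cells and 100% = reference agonist; values of inactives mirror those of a sister screen read the other way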
# The depositor's hits bear a star; · = not tested or not shown.
SMILES,RTF Ca sens inh,OPRM1-OPRD1 inv,V-ATPase pH,cardiac RTF act,HTR5A ag ctr,HTR5A inv ag,C-LANA FP,Keap1 Nrf2 FP,CAL-PDZ inh HTS,MOR-DOR ag
CCn1cnc2c1c(=O)n(CC(=O)NCC(C)C)c(=O)n2Cc1ccccc1,-9.5,-0.4,3.0,-2.6,3.2,-12.4,-0.8,-4.3,3.9,0.1
COc1ccc(NC(=O)c2cc(S(=O)(=O)N(Cc3ccccc3)c3ccccc3)ccc2Cl)cn1,-4.0,7.2,-2.2,1.4,-0.2,0.4,0.9,-3.1,1.4,-1.2
COc1ccc2sc(N(CCCN(C)C)C(=O)c3ccc(S(=O)(=O)N4CCc5ccccc5C4)cc3)nc2c1,-6.4,-123.8,-3.6,2.9,13.7*,-34.3,-1.3,-3.2,-1.5,22.6*
Cc1ccc(S(=O)(=O)N(C)CC(=O)Nc2nnc(CC(C)C)s2)cc1,-6.8,-11.9,1.3,2.7,0.3,-0.9,1.3,3.2,1.2,2.9
CCOC(=O)CCCCCC(=O)Nc1ccc2c(c1)CC(=O)N([C@H](C)CO)C[C@H](C)[C@H](CN(C)S(=O)(=O)c1ccc(OC)cc1)O2,-2.1,13.1,8.7,-5.7,2.3,-5.8,1.1,-6.5,-12.3,-2.4
Cc1ccc(C(=O)N[C@H](C(=O)Nc2sccc2C(N)=O)C(C)C)cc1,-13.2,-7.5,0.8,-2.1,2.8,-8.4,1.8,1.4,-2.6,0.9
NC(=O)C1(N2CCCCC2)CCN(C(=O)CSc2nc3ccccc3[nH]2)CC1,7.7,7.2,-3.9,6.5,0.0,-0.1,-1.7,-1.6,0.1,-1.3
Fc1ccc(NC(=S)N2CCOCC2)cc1Cl,7.9,11.3,-1.1,0.4,4.3,-12.2,0.2,-2.4,-2.7,-2.2
CCOC(=O)c1ccc(NC(=O)N2CCN(C(=O)C3CCCO3)CC2)cc1 (stereo unspecified),15.8,25.7,-5.0,-4.5,2.4,13.6,-0.2,-4.1,-1.8,-5.5
CCC(CC)CN1CCC(CN2C(=S)NC[C@@H]2[C@@H](C)CC)CC1,-3.1,0.1,-0.9,-7.5,-3.9,13.4,1.2,-1.0,-2.7,0.0
O=C(NCC1CC1)c1ccc(Nc2nc3ccc(Br)cc3[nH]2)cc1,-5.2,-7.9,-1.7,-1.0,-3.9,9.9,-1.2,0.3,-0.7,1.4
N#CCN1CCN(CC(=O)Nc2cccc3ccccc23)CC1,-1.1,14.7,0.9,-4.5,-2.4,6.5,-2.6,1.6,1.2,-2.4
CCOc1ccc(CNC(=O)Cn2nc(C)n3nc(-c4ccccc4)cc3c2=O)cc1,-1.5,10.9,5.1,-2.8,-2.5,-5.0,-0.9,-1.4,-2.8,-2.1
COC(=O)c1ccc2c(=O)n(Cc3ccc(C(=O)NCCCN4CCOCC4)cc3)c(=S)[nH]c2c1,-4.6,-30.1,0.0,-4.0,-1.5,4.8,0.2,-4.5,5.7,5.8
COc1ccc(C2=NN(C(=O)C(O)c3ccccc3)C(O)(C(F)(F)F)C2)cc1 (stereo unspecified),-4.0,-16.1,2.8,0.0,2.6,-9.7,-3.0,-3.4,5.1,3.1
Cc1ccc2cccc(OCC(=O)Nc3ccc(N4CCOCC4)cc3)c2n1,-17.3,-7.4,8.7,13.3,0.7,-1.6,-0.1,-6.1,1.1,1.4
CCn1c(SCC(=O)c2ccc(NC(C)=O)c(OC)c2)nnc1-c1ccc(NS(C)(=O)=O)cc1,9.1,4.4,1.0,1.7,-1.8,-6.5,1.4,0.5,-4.2,-0.9
Cc1ccc(Nc2nnc(-c3ccc(N4CCOCC4)c([N+](=O)[O-])c3)c3ccccc23)cc1,-3.9,21.4,-1.4,-6.0,0.5,9.9,0.2,0.2,-6.8,-4.3
Cc1ccc(F)cc1NC(=O)CSc1nnc(CNC(=O)c2ccco2)n1C,-3.5,10.6,1.0,-3.0,2.8,-11.9,1.7,-0.4,4.0,-1.6
CCn1cc(C(=O)OCc2ccc(F)cc2)c(=O)c2ccc(C)nc21,5.8,-13.8,-2.1,11.6,5.3,-14.0,-1.2,-2.4,-2.5,2.2
c1cc2ccc3ccc(CN4CCOCC4)c4ccc(c1)c2c34,-2.8,-24.1,1.7,2.4,1.3,-15.7,0.2,-5.0,-5.2,4.2
COc1cc(OC)c(NC(=O)/C=C/C(=O)O)cc1Cl,·,·,8.0,·,·,·,-1.9,-2.3,-2.9,·
CCn1c(SC(C)C)nnc1-c1c[nH]c2ccccc12,3.2,-1.7,2.1,-2.2,6.5,-1.4,0.4,-4.7,2.7,0.3
CCOC(=O)c1c(NC(C)=O)sc2c(O)c(Br)cc(Br)c12,-12.3,-7.0,-1.7,-4.2,-4.9,17.0,-2.3,2.6,-3.9,1.1
NC1=NC(=O)/C(=C\c2ccc(-c3ccc(Cl)cc3)o2)S1,-0.8,-2.7,1.9,-5.6,-0.8,-8.4,-0.5,-3.6,-3.0,0.5

# Reprinted from the part before: 2 compounds, then new ones.
SMILES,RTF Ca sens inh,OPRM1-OPRD1 inv,V-ATPase pH,cardiac RTF act,HTR5A ag ctr,HTR5A inv ag,C-LANA FP,Keap1 Nrf2 FP,CAL-PDZ inh HTS,MOR-DOR ag
CCOC(=O)c1c(NC(C)=O)sc2c(O)c(Br)cc(Br)c12,-12.3,-7.0,-1.7,-4.2,-4.9,17.0,-2.3,2.6,-3.9,1.1
NC1=NC(=O)/C(=C\c2ccc(-c3ccc(Cl)cc3)o2)S1,-0.8,-2.7,1.9,-5.6,-0.8,-8.4,-0.5,-3.6,-3.0,0.5
CCOC(=O)C1CCN(C(=O)CCn2c(=O)c3cccn3c3cccnc32)CC1,-5.0,9.4,-0.4,-4.5,3.6,-4.0,-0.6,-1.1,0.6,-1.8
CCN(CC)CCOc1nc(C)nc2c1oc1ccccc12,-5.8,9.8,-0.8,4.8,1.8,-15.5,-0.3,-3.1,-0.4,-1.7
O=C(NCc1ccccc1)c1cc[n+]([O-])cc1,-5.7,15.8,3.6,-2.3,2.5,-9.7,2.6,-2.1,-0.4,-2.7
COc1ccc(-c2cc(C3CC3)nc3sc(C#N)c(N)c23)cc1,-1.6,-7.4,-0.7,-3.2,-2.2,-16.5,0.4,4.0,-2.9,1.3
CCN(CC)S(=O)(=O)c1ccc(Cl)nc1,-3.7,13.4,0.6,3.0,2.4,-6.5,-0.3,-4.0,1.4,-2.6
Cc1cc(C(=O)c2cnc(/N=C/N(C)C)s2)c(F)cc1Cl,-4.0,17.1,-1.9,5.1,0.4,-1.1,-0.2,3.4,-6.6,-3.7
COc1ccc(-c2ccc(SCC(=O)Nc3cccc(C(C)=O)c3)nn2)cc1OC,8.5,7.7,-0.2,-0.1,2.2,-6.2,-2.0,1.8,5.2,-1.6
O=C(O)c1nn2c(C(F)(F)F)cc(-c3cccs3)nc2c1Cl,-9.2,-11.3,0.2,6.1,-5.6,-14.0,-1.7,-0.7,-8.5,2.3
Cn1nc(-c2ccc(Cl)cc2)c2cc(C(=O)NC3CC3)sc21,-4.3,-5.0,-0.2,8.2,3.2,-9.5,0.6,-9.7,-1.1,1.0
Cc1c(O)c(CN2CCCCC2)cc2c1oc(=O)c1ccccc12,-2.8,-5.3,-1.2,6.7,-2.1,5.2,-2.9,-5.9,-5.3,0.9
O=C(Nc1cccc(-c2cn3ccccc3n2)c1)c1cc2ccccc2oc1=O,-9.8,1.4,0.3,-4.7,2.2,-7.2,0.5,-4.1,·,-0.3
CC(C)(C)[C@@H]1COC(=O)[C@H](Cc2ccc(F)cc2)C/C=C\C[C@@H](CC(=O)N(CCO)Cc2ccccc2)C(=O)N1,3.5,13.0,1.2,6.4,0.0,-1.8,0.6,-3.9,-1.2,-2.2
COC(=O)C1=C(C(=O)OC)[C@]2([C@H]3CCCCN[C@@H](Cc4ccccc4)C(=O)N3Cc3ccccc3)C=C[C@H]1O2,-6.0,-15.2,2.8,-1.9,2.5,-8.1,1.0,2.8,-3.6,2.7
COc1ccc(N(CC(=O)NCCSC2CCCCC2)S(=O)(=O)c2ccccc2)cc1OC,2.4,4.8,-2.2,-3.3,6.0,-14.7,-0.4,1.9,-2.8,-0.9
COc1ccc(CN(CC(=O)NC2CCCC2)C(=O)CCC(=O)Nc2cc(C)on2)cc1,0.0,14.3,-6.3,3.8,0.1,-33.5,-1.8,-4.7,-2.5,-2.5
CCCn1c(=N)c(S(=O)(=O)c2ccccc2)cc2c(=O)n3ccccc3nc21,-3.3,0.8,-0.2,1.0,-1.7,4.8,9.1,3.9,-2.3,-0.1
COc1ccccc1N1CCN(C(=O)c2cc(-c3ccc(Cl)c(Cl)c3)on2)CC1,14.7,3.0,2.1,-7.0,5.7,0.5,-1.0,-1.0,-2.3,-0.6
N#Cc1cccc(S(=O)(=O)NCc2nnc3ccccn23)c1,1.1,7.9,-1.3,-3.8,-3.1,8.6,-0.4,0.4,-2.5,-1.9
Cc1ccc(S(=O)(=O)N2CCC(C(=O)NNC(=O)c3ccccc3O)CC2)cc1C,-10.0,-3.3,-1.4,-9.8,-0.6,1.6,0.4,3.6,-0.6,0.5
COc1cc(CNCc2ccc(SC)cc2)cc(OC)c1,-4.4,-17.6,-3.2,-3.0,1.9,-6.7,-0.7,1.9,-2.0,2.8
COc1ccc(/C=C/C(=O)c2ccc[nH]2)cc1OC,-3.7,7.7,-3.1,-0.4,-3.2,8.2,2.2,0.7,-1.6,-1.5
COc1ccc(S(=O)(=O)N2CCCC(C(=O)NCCC(C)C)C2)cc1 (stereo unspecified),-2.2,18.3,0.9,1.6,1.7,-4.7,0.7,1.3,-3.1,-3.6
Cc1ccc(S(=O)(=O)N2CCN(S(C)(=O)=O)C2C)cc1 (stereo unspecified),-20.2,-13.7,-3.4,-4.6,1.0,-43.0,-0.2,-7.0,-1.8,2.1
O=C1/C(=C/c2ccc3c(c2)OCO3)Oc2cc(OCC(=O)N3CCC[C@H]3C(=O)O)ccc21,-5.4,17.2,0.3,2.7,7.5,5.4,1.2,-5.6,-1.2,-3.4
CNCC[C@@H](Oc1ccccc1C)c1ccccc1,4.8,9.7,0.8,4.2,1.7,20.0,-1.1,-4.2,-3.7,-1.7
O=C(CNCc1cccc(Cl)c1)N1CCc2ccccc2C1,-2.1,9.3,0.4,-0.6,5.9,-21.0,-1.0,1.3,-4.4,-2.0
CCC(C)N1C(=O)CCC1C(=O)NCc1ccc2c(c1)OCO2 (stereo unspecified),-2.1,8.0,1.4,-8.8,-3.2,9.3,-1.0,-4.0,·,-1.4
CC(=O)COC(=O)c1ccc2noc(-c3ccccc3)c2c1,-11.4,-15.6,-3.5,1.2,1.6,-3.8,0.6,-4.6,-0.3,2.8
